Source: PubChem
PLK1 PBD block: qHTS for Inhibitors of PLK1-PDB (polo-like kinase 1 - polo-box domain): Primary Screen; Plk1 PBD binding of FITC phosphopeptide, fluorescence polarization; Potency, µM, without a hit: max response, negative = inhibition, usual class: inhibitors; 360,000 compounds, 2.8% hits; AID 720504, 2013; note: potency is the fitted concentration of half-maximal effect; series mostly up to about 57 µM; % is set by controls: 0 for no effect and ±100 for the full control effect; nearly all actives have a fitted effect of over 65% in size
EPAC1 antag: qHTS for Antagonist of cAMP-regulated guanine nucleotide exchange factor 3 (EPAC1): primary screen; 360,000 compounds, 0.14% hits; Potency, µM (highest dose often 115 µM), inactives show at the highest dose activity change, negative = inhibition, actives largely listed as inhibitors; EPAC1 GEF assay, Rap1b-BODIPY-GDP exchange fluorescence; Rap guanine nucleotide exchange factor 3 (Homo sapiens), O95398;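 note: potency is the fitted concentration of half-maximal effect; plate controls were vehicle for no effect and positive control for full effect; nearly all actives have a fitted effect of over 50% in size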
Target sequence (O95398 whole entry, looked up): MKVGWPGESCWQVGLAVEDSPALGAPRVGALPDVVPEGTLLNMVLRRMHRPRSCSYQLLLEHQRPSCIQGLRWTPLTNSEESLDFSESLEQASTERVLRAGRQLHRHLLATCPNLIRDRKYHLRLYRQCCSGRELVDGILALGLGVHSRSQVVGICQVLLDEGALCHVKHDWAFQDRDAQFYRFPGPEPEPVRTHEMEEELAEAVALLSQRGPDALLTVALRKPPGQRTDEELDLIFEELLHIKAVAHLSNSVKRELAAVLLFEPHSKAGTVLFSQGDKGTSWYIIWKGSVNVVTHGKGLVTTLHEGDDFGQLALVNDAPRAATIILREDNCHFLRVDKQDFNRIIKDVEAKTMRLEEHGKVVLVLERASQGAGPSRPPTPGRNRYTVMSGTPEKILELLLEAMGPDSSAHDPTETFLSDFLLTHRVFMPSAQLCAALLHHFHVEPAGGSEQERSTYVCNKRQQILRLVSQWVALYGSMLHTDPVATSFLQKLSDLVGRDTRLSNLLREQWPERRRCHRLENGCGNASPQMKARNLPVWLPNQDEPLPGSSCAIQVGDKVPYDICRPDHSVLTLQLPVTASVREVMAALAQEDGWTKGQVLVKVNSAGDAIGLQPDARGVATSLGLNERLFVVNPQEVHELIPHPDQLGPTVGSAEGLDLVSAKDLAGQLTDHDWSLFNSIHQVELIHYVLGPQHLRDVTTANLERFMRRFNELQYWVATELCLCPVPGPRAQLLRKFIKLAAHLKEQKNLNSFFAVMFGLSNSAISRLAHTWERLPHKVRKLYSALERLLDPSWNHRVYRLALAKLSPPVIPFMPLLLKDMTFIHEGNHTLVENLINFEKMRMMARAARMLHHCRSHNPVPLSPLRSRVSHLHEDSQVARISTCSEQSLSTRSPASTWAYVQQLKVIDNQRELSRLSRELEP
PI5P4Ka inh: qHTS for Inhibitors of phosphatidylinositol 5-phosphate 4-kinase (PI5P4K). AID 652105, 2013. PI5P4Kalpha enzyme, ADP-Glo luminescence, 60 min; active compounds read low. Phosphatidylinositol 5-phosphate 4-kinase type-2 alpha (Homo sapiens), P48426. 330,000 compounds, 1.2% hits. max response, %; active = max response of -50% or lower; inconclusive = between -30% and -50%; inactive = -30% or higher; note: value at the top dose of about 77 µM; % is set by controls: 0 for no effect and ±100 for the full control effect
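Quantitative HTS of the MLSMR library against PI5P4Kalpha with substrate. ATP added last at 5 microM final; room temperature, 60 minutes. Remaining ATP depleted, ADP converted and read as luminescence.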
GLP-1R agonist: qHTS of GLP-1 Receptor Agonists; Glucagon-like peptide 1 receptor (Homo sapiens), P43220; HEK293 GLP-1R CRE-luciferase, luminescence, 4-6 h; cells express a hypersensitive GLP-1R form; Potency, µM (highest dose often 45.6 µM), for the others: top-dose activation, hits mostly activators; 380,000 compounds, 0.007% hits; note: potency is the fitted concentration of half-maximal effect; % of control where 0% means no effect
PTHR1 agonist: qHTS for PTHR1 Agonists: Primary Screen. Parathyroid hormone/parathyroid hormone-related peptide receptor (Homo sapiens), Q03431. HEK293 GP2 PTHR1 cells, GloSensor cAMP luminescence, 1 h. 410,000 compounds, 0.075% hits. Potency, µM (doses to about 115 µM), for the others: at the top dose activation, actives largely listed as activators; note: potency is the fitted concentration of half-maximal effect; nearly all actives have a fitted effect of over 55% in size; some results filed as inactive show a strong effect at the top dose; inactives centre near -15; many of its hits are not listed in these tables
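HEK-293-derived GP2 cells expressing PTHR1 and a GloSensor cAMP reporter, 3,000/well, plated overnight, given luciferin plus IBMX (each 0.5 mM as added) for 1 h at 37 °C, then compound for 1 h at 37 °C. Luminescence was read after 15 min at room temperature.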
HEK293 tox: qHTS of GLP-1 Receptor Inverse Agonists: Cytotox Screen; HEK293 cAMP-luciferase reporter cells, luminescence, 24 h; Potency, µM (doses to about 38.3 µM), without a hit: top-dose activity change, negative = inhibition, usual class: inhibitors; 410,000 compounds, 0.13% hits; AID 624418, 2012;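 note: loss of luciferase light is scored as toxicity; potency is the fitted concentration of half-maximal effect; % is set by controls: 0 for no effect and ±100 for the full control effect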
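Luminescence readout: signal drop marks cytotoxicity. Plated cells grew 12 h at 37 °C, 5% CO2, received 23 nL compound for 24 h, then got luciferase reagent, read after 12 min at RT.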
GLP-1R inv ag: qHTS of GLP-1 Receptor Inverse Agonists (Inhibition Mode). 410,000 compounds, 1.6% hits. HEK293 GLP-1R CRE-luciferase, luminescence, 24 h; GLP-1R form is constitutively active. AID 624417, 2012. Glucagon-like peptide 1 receptor (Homo sapiens), P43220. Potency, µM (titrated, usually from 38.3 µM), without a hit: at the highest dose activity change, negative = inhibition, usual class: inhibitors; note: potency is the fitted concentration of half-maximal effect; % is set by controls: 0 for no effect and ±100 for the full control effect; nearly all actives have a fitted effect of over 55% in size
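Stable HEK293 clone (constitutively active GLP-1R + cAMP-response luciferase); 200 cells/uL plated, 12 h pre-culture, compound 24 hr, 37 deg C/5% CO2; detection reagent 12 min RT; luminescence.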
EPAC1 agonist: qHTS for Agonist of cAMP-regulated guanine nucleotide exchange factor 3 (EPAC1): primary screen. Potency, µM (series often up to 154 µM), for inactives: at the highest dose activation, actives largely listed as activators. 360,000 compounds, 0.073% hits. Rap guanine nucleotide exchange factor 3 (Homo sapiens), O95398. AID 720707, 2013. EPAC1 agonist qHTS, biochemical assay; response scale: 100% = response to 6.5 mM cAMP; note: potency is the fitted concentration of half-maximal effect; nearly all actives have a fitted effect of over 60% in size
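Compounds were pinned as a concentration titration into mixtures of EPAC1 (100 nM), BODIPY-GDP-loaded Rap1B (250 nM) and GDP (50 uM). After 5 min at room temperature, fluorescence was followed for 30 min; activity was scaled to 6.5 mM cAMP.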
IL2 activator: qHTS of IL-2 Activators; IL-2 activation reporter assay, cell-based qHTS; stimulated with anti-CD3/CD4/CD28 beads; in transgenic mouse T cells; 360,000 compounds, 0.065% hits; activation, % (series mostly up to about 46 µM); in the data active = activation above about 50%; inconclusive = mostly about 30% to 49%; note: 0% is about no effect
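Unstimulated transgenic mouse T cells; 60-min compound exposure; bead-based TCR/CD4/CD28 stimulation; 18 h culture, 37 degrees C; dual fluorescence (EGFP, DsRed) plate cytometry.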
Starred values were filed as active, the others as inactive; i = inactive; ? = inconclusive; . = no result given; & = joins results of further samples; [ ] = another dose, or the depositor's remark. Unless noted, calls come from the whole dose curve; as a rule, active = well fitted curve in the direction sought with a large enough effect; inconclusive = small, poorly fitted or top-dose-only effect, or another doubt; inactive = no such curve, though single readings can be large; an effect the other way counts as inactive or inconclusive. A portion of the library (hit frequency here may not be typical).

SMILES	PLK1 PBD block	EPAC1 antag	PI5P4Ka inh	GLP-1R agonist	PTHR1 agonist	HEK293 tox	GLP-1R inv ag	EPAC1 agonist	IL2 activator
CCCCNC(=O)CN1C(=O)NC(CCc2ccccc2)C1=O (stereo not given)	-1.5%	6.5%	-10.5	1.4%	i	5.4%	-12.2%	-4.1%	-2.0
CCn1c(=O)c(=O)[nH]c2cc(C(=O)N(C)Cc3ccc(OC)c(F)c3)ccc21	2.4%	6.5%	-2.8	15.7%	i	-9.9%	69.3%[activator]	0.9%	-1.8
C=CCn1c(SCC(=O)NCCCC)nc2scc(-c3ccco3)c2c1=O	?	-25.2%	-57.5*	17.5%	i	-11.3%	-23.6%	-14.7%	-2.0
COc1ccc(S(=O)(=O)N(C)CC(=O)Nc2ccc(C(N)=O)cc2)cc1OC	-13.9%	-11.5%	2.8	9.2%	-5.1%	-18.0%	3.2%	-5.1%	4.1
Cc1cccc(NC(=S)NNC(=O)c2ccc(Br)o2)c1	-21.9%	-2.5%	.	-13.6%	-6.5%[57.5 µM]	-6.3%	11.8%	0.2%	0.6
Cc1ccc(NC(=O)CN2CCc3cc4c(cc3C2)OCCCO4)cc1	-12.1%	-29.7%	2.1	-2.7%	-9.0%	-13.5%	-47.2%	-1.6%	-2.3
Cc1ccc(S(=O)(=O)NNC(=O)C2CC=CCC2C(=O)O)cc1 (stereo not given)	?	-2.4%	-11.1	-1.6%	i	3.8%[7.66 µM]	8.9%[7.66 µM]	7.2%	-0.6
O=C(Cc1ccccc1)NNC(=O)Nc1ccccc1	2.5%	7.2%	-6.1	-5.4%	-12.5%	-2.6%[0.307 µM]	2.3%[0.307 µM]	11.9%	0.3
Cc1ccsc1/C=N/NC(=O)c1nnn(-c2nonc2N)c1-c1ccccc1	-11.1%	?	2.6	-0.1%	-18.7%	-13.7%	?	7.8%	-1.8
CCC(=O)OCC(=O)Nc1cc(S(=O)(=O)N(C)C)ccc1Cl	0.0%	-27.6%	-9.8	5.4%	i	3.0%	3.7%	7.3%	1.3
O=C(N/N=C/c1ccc(OC(=O)c2ccccc2Cl)cc1)c1ccc(O)cc1	2.0%	-6.5%	-1.0	-41.2%[inhibitor]	-30.4%	?	-23.4%	4.8%	-1.4
NC(=O)c1ccc(NCc2ccco2)c([N+](=O)[O-])c1	-12.9%	-16.0%	-23.0	7.7%	10.9%	-18.7%	18.4%	6.5%	-0.1
CC(C)c1ccc(NCCC(=O)c2ccc(Br)cc2)cc1	-9.3%	-6.3%	3.2	-8.9%	i	1.7%	11.9%	13.3%	-2.2
CC1=C(C(=O)N(C)C)CC(CC(=O)NC2CCCCC2)C(=O)N1Cc1ccccc1 (stereo not given)	-8.4%	-11.1%	2.2	9.3%	-13.0%	1.7%	-9.6%	-15.1%	0.9
CCN(CC)CCCN1C(=O)C(=O)/C(=C(/O)c2ccc(OC)cc2)C1c1ccco1 (stereo not given)	-8.4%	-4.5%	-2.3	5.1%	i	-9.1%	6.0%	5.3%	-1.3

Profiles, quoted from the list. Order of screens: PLK1 PBD block | EPAC1 antag | PI5P4Ka inh | GLP-1R agonist | PTHR1 agonist | HEK293 tox | GLP-1R inv ag | EPAC1 agonist | IL2 activator
`Cc1ccc(NC(=O)CN2CCc3cc4c(cc3C2)OCCCO4)cc1` as listed: -12.1% | -29.7% | 2.1 | -2.7% | -9.0% | -13.5% | -47.2% | -1.6% | -2.3
`O=C(Cc1ccccc1)NNC(=O)Nc1ccccc1` as listed: 2.5% | 7.2% | -6.1 | -5.4% | -12.5% | -2.6%[0.307 µM] | 2.3%[0.307 µM] | 11.9% | 0.3

New compounds follow.
SMILES	PLK1 PBD block	EPAC1 antag	PI5P4Ka inh	GLP-1R agonist	PTHR1 agonist	HEK293 tox	GLP-1R inv ag	EPAC1 agonist	IL2 activator
O=C(Nc1ncc(S(=O)(=O)c2ccc([N+](=O)[O-])cc2)s1)c1cccnc1	-29.3%	-5.9%	-22.7	-0.2%	-27.0%	-7.7%	45.3%[activator]	8.0%	1.5
Cc1ccccc1NS(=O)(=O)c1ccc(OCCNS(C)(=O)=O)cc1	1.6%	4.4%	6.4	8.7%	-0.4%	-11.6%	-2.3%	-1.3%	0.5
CCC1(OC(=O)CN(C)C)C(=O)OCc2c1cc1n(c2=O)Cc2cc3c(N)cccc3nc2-1 (stereo not given)	0.6%	-22.1%	-2.4	-28.4%	i	-65.6%	-76.0%	0.6%	-6.4
O=C(NCc1cccnc1)c1cc(S(=O)(=O)N2CCCC2)c(Cl)cc1Cl	-0.3%	10.7%	1.6	7.5%	-8.2%	-6.3%	1.3%	4.9%	1.9
COc1cccc(CN2CCNC(=O)C2CC(=O)NCc2cc(C(C)C)no2)c1 (stereo not given)	-2.6%	-0.7%	-0.3	5.8%	-11.3%	-9.9%	12.3%	-1.2%	0.1
Cc1ccc(NC(=S)Nc2ccccn2)cc1C	-18.9%	-13.1%	-2.5	11.1%	-11.7%	?	?	-9.1%	-0.1
Cc1cc(C)nc(SCC(=O)c2ccc(O)c(O)c2)n1	-11.8%	-8.5%	?	8.9%	-5.7%	0.2%	0.9%	1.5%	0.1
COC(=O)CN1C(=O)CSc2ncccc21	-4.1%	5.3%	4.3	-24.4%	15.0%[57.5 µM]	-3.0%	2.8%	-3.4%	-0.3
Cc1cc(/C=C(\C#N)C(=O)Nc2ccccc2)c(C)n1-c1ccc(F)cc1	.	.	.	0.5%	19.9%	5.2%	11.0%	.	.
O=[N+]([O-])c1cc(C(F)(F)F)ccc1NCCc1ccncc1	-12.5%	-10.1%	2.8	19.6%	5.2%	10.7%	47.8%[activator]	-2.8%	-0.8
O=C(O)CCc1ccc(-c2ccccc2)n1-c1ccc(C(=O)O)cc1	-15.2%	-17.4%	-14.3	-5.6%	-7.5%	4.8%&-0.6%	14.6%&10.4%	9.4%	2.0
O=C(NCC(c1ccco1)N1CCCCC1)c1cccc(NS(=O)(=O)c2ccc(Br)cc2)c1 (stereo not given)	-7.5%	?	2.9	-9.6%	-3.8%	2.4%	?	126µM*	0.1
Cc1cccc(N2CCN(C(=O)c3ccc4nc[nH]c4c3)CC2)c1C	-4.5%	5.8%	-8.8	5.8%	-21.5%	19.4%	-9.5%	-3.4%	-1.5
O=C(O)C1CCCCC1C(=O)NCc1ccccn1 (stereo not given)	-7.3%	3.3%	13.5	-0.8%	i	-4.9%	7.7%	-3.9%	0.6
C=CCOn1c(-n2nc(C)cc2C)nc2ccccc2c1=O	-16.7%	-10.9%	4.9	10.0%	?	0.0%	14.8%	-1.7%	-2.3
Nc1nc(Sc2ccc(C(F)(F)F)cc2[N+](=O)[O-])n[nH]1	-6.2%	-2.7%	0.2	18.1%	?	19.2%	7.7%	2.0%	-2.5
O=C(NCc1cccs1)c1ccc(N2CCCCC2)nc1	-4.9%	-4.0%	.	11.0%	i	-5.8%	2.8%	6.4%	0.8
CCn1c(CNC(=O)C23CC4CC(CC(C4)C2)C3)nnc1SCC(=O)Nc1ccc(C)cc1	.	.	.	-1.3%	-0.2%	-9.8%	-20.5%	.	.
CN(c1ccc(C(=O)NCC2CCCO2)cc1)S(=O)(=O)c1ccccc1 (stereo not given)	-7.6%	-13.1%	2.2	2.6%	?	15.9%	9.4%	5.8%	-0.8
Cc1cccc(N2CCN(Cc3c(C)n(C)n(-c4ccccc4)c3=O)CC2)c1C	-6.8%	21.3%	.	-9.5%	i	1.0%	16.4%	1.3%	-3.3
O=C(COC(=O)CCc1ccc(S(=O)(=O)N2CCOCC2)cc1)NCc1ccc(Cl)cc1	-1.0%	-3.1%	4.0	3.1%	-1.5%	3.7%	10.9%	10.1%	-0.4
COc1ccc(Nc2nc(C)c3ccccc3n2)cc1	-19.9%	0.0%	1.1	9.5%	-18.2%[57.5 µM]	6.6%	-20.6%	0.0%	0.7
Cc1c(C(=O)NCC(C)(C)N2CCOCC2)oc2ccccc12	-6.4%	-1.9%	3.7	1.3%	i	-6.2%	-8.0%	2.5%	0.2
COC(=O)Nc1ccc(S(=O)(=O)N2CCC(C)CC2)cc1	-2.8%	-2.4%	.	-0.9%	-14.9%	4.2%	10.8%	0.0%	1.3
O=C(NC(=S)Nc1ccccc1CO)C1CCCCC1	-20.1%	0.8%	0.9	25.9%	-15.9%	4.9%	-9.2%	5.0%	-0.4
CCN(CC)CC(=O)Nc1scc2c1c(=O)oc1ccccc12	-16.0%	-10.3%	-3.3	?	i	11.5%	30.7%[activator]	-0.4%	1.1
COc1ccc(S(=O)(=O)Nc2cccc(N(C)S(C)(=O)=O)c2)cc1Br	-14.2%	-4.3%	1.1	12.2%	i	-3.3%	4.1%	-7.3%	-3.3
COc1cc(NC(=O)c2ccc(-c3cccc(F)c3)o2)ccc1NC(=O)c1ccccc1Cl	-6.2%	-2.7%	6.2	0.4%	-4.1%	?	?	13.5%	-0.6
CCOc1cc(-c2noc(CCC(=O)N3CCOCC3)n2)ccc1OC	-1.4%	16.7%	-0.4	-3.8%	i	-10.3%	35.2%[activator]	-0.8%	-3.9
CC1(C)CC(=O)CC(=Nc2ccc(C(=O)O)cc2)C1	-5.0%	0.0%	-0.9	-14.6%	-0.3%[57.5 µM]	0.3%	5.4%	3.8%	0.6
CCN(CC)S(=O)(=O)c1cccc(-c2nnc(SCC(=O)NCCC3=CCCCC3)n2N)c1	-11.0%	-21.1%	2.5	-1.3%	-35.5%	-3.4%	?	4.0%	-1.3
